Cneo AK release – Cryptococcus neoformans lysis via adenylate kinase release; C. neoformans lysis, adenylate kinase release luminescence, 4 h; normalised: neutral wells 0, clomiphene wells 100; AID 651654; hit rate 0.2% among 360,000; lysis activity, % at 15 µM;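 active = mean lysis activity across replicates of at least 80%, whatever share of replicates individually reach that level; inactive = mean lysis activity below 80%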
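Assay system: log-phase C. neoformans yeast / Quantity: yeast cell density of 5 × 10^6 cells/mL / Medium: fresh YPD growth medium / Compound: single dose / Timing: static 4 h at 37 °C with compound, 1 h detection / Measured by: adenylate kinase release luminescence / Read-out: lysis from increased AK signal / Benchmarks: Clomiphene as positive lysis control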
Statin myotox sup – suppressors of simvastatin-induced myotoxicity in C2C12 myotubes. ATP luminescence, 48 h; scaled: DMSO 0, geranylgeraniol control 100. rescue of ATP level, % at 7.49 µM. hit rate 0.78% among 330,000;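 active = mean ATP rescue above about 67%, or every replicate alone reaching that limit, limit read from the data, passing the limit was not always enough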;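 note: myotubes were challenged with 10 µM simvastatin during compound exposure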
Numbers without * were called inactive. The list is partial. The share of hits here may be higher or lower than overall.

SMILES	Cneo AK release	Statin myotox sup
C#CCOCCOCCOCCNc1nc(N2CCN(C(=O)[C@H](Cc3ccc(O)cc3)n3cc([C@@H](N)C(C)CC)nn3)CC2)nc(N2CCN(C(=O)[C@H](Cc3cc4ccccc4[nH]3)n3cc([C@@H](N)C(C)CC)nn3)CC2)n1 (some centres undefined)	0	10
CCC(C)NC(=O)CSc1ccc(Cl)cc1 (centres undefined)	-3	-9
CCOC(=O)c1[nH]c2ccc(C)cc2c1N=C(C)N(C)C	-2	4
O=C(Nc1ccc(-n2ccnc2P(=O)(O)c2ccccc2)cc1)c1ccccc1Cl	-2	-12
Cn1cccc1CC(=O)N/N=C\c1c2ccccc2cc2ccccc12	-1	4
COC(=O)[C@H](C)NC(=O)Nc1ccc(OC)cc1OC	0	1
CC(C)C(OC(=O)C1CCCO1)C(=O)NC1CCCC1 (centres undefined)	1	-21
CCOc1ccc(OCCCC(=O)NC2=NCCS2)cc1	0	11
Cc1cc(CC(C)C)n(-c2nc3ccccc3c(=O)n2OCc2ccccc2)n1	4	2
CC(C)c1c(O)nc(SCC(=O)N2CCOCC2)[nH]c1=O	-1	5
Cc1ccc(O)c(C2=NCCNC(C(F)(F)F)=C2)c1	-4	6
O=C(NC1CC1)c1c[nH]c2ccc(S(=O)(=O)Nc3cccc(C(F)(F)F)c3)cc2c1=O	3	4
Cn1c(SCC(=O)Nc2sccc2C#N)nnc1-c1ccccc1	0	-1
C=CCn1c(N)c(C(=O)NC2CCCCC2)sc1=S	-2	3
C/C(=N\NC(=O)c1nnn(-c2nonc2N)c1CN(C)c1ccccc1)c1ccccn1	0	27
COc1cc(C2C(C(=O)c3ccco3)=C(O)C(=O)N2CCc2ccccc2)ccc1O (centres undefined)	12	5
CC(NC(=O)c1ccnc(C(C)(C)C)c1)c1ccccc1 (centres undefined)	-4	-5
COc1ccc(NC(=O)CN(c2ccc(C)cc2)S(C)(=O)=O)c(OC)c1	-7	17
CCn1c(SCC(=O)Nc2ccc3c(c2)OCO3)nc2c1c(=O)n(C)c(=O)n2C	1	7
Cc1ccc(Cl)c(OCCCCN(C)Cc2ccccc2)c1	-1	-3
CC(C)C(=O)Nc1ccc(C(=O)NC2CCSC2=O)cc1 (centres undefined)	-1	13
O=C(CCCSc1nc2ccccc2[nH]1)N1CCN(c2ccc([N+](=O)[O-])cc2)CC1	9	3
O=C1Nc2ccccc2S/C1=C/Nc1cccc(Cl)c1	4	-96
O=C(O)Cc1ccccc1C(=O)O	-1	0
C=C(C)CSc1nnc([C@@H](NC(=O)OC(C)(C)C)C(C)CC)o1 (some centres undefined)	-1	0
Cn1c(COc2ccc3ccccc3c2)nnc1SCC(=O)OC1CCCCC1	2	5
COC(=O)n1c(=O)oc2cc(S(=O)(=O)N3CCOCC3)ccc21	3	2
CCNC(=O)C1(C)CCN(C(=O)CCc2ccccc2)C1 (centres undefined)	0	-5
CCNC(=O)Cc1ccc(NS(=O)(=O)c2ccc(F)cc2)cc1	1	1
CSCCC(C(=O)O)N1C(=O)c2ccc(C(=O)O)cc2C1=O (centres undefined)	3	7
Cc1ccccc1C(=O)NC(C)c1ccc2c(c1)CCCC2 (centres undefined)	2	25
Cc1ccc(C(C)C)c(OCC(=O)Nc2sc3c(c2C#N)CC(C)(C)NC3(C)C)c1	1	-7
O=C(c1n[nH]c2ccccc12)N1CCN(S(=O)(=O)c2ccc3ccccc3c2)CC1	2	26
COC(=O)c1[nH]c2cc(OC)ccc2c1N	-2	5
COc1ccccc1/C=C\C=N\n1c(C2CCCCC2)n[nH]c1=S	5	-3
COc1ccccc1NS(=O)(=O)c1cc(NC(=O)c2ccc(Cl)nc2)ccc1N1CCCC1	-1	-20
CCOc1ccccc1NC(=O)CC1Nc2cc(C)c(C)cc2NC1=O (centres undefined)	1	6
OC(c1cccc(Cl)c1)c1ncc(-c2ccc(C(F)(F)F)cc2)[nH]1 (centres undefined)	-1	-1
CCOC(=O)c1[nH]c2ccc(F)cc2c1NC(=O)CN1CCN(C/C=C/c2ccccc2)CC1	17	12
CC1CCCC(C)N1C(=O)CSc1nc2ccccc2s1 (centres undefined)	0	9
Cc1nn(C(C)c2nc(-c3ccccc3)no2)c(C)c1[N+](=O)[O-] (centres undefined)	5	-5
CCCCCN(C(=O)NC(=O)Nn1cnnc1)S(C)(=O)=O	-1	-1
O=C(Oc1ccccc1C(=S)N1CCCCC1)c1cc([N+](=O)[O-])cc([N+](=O)[O-])c1	1	10
COc1ccc(-c2csc3ncnc(N4CCN(c5cccc(Cl)c5)CC4)c23)cc1	-4	-13
Cc1occc(=O)c1OC(=O)Nc1ccccc1	-3	-12
CCCN(CCO)Cc1ccc(F)c(Br)c1	7	-6
CCOC(=O)C1CCCN(C(=O)CC(c2ccccc2)c2ccccc2)C1 (centres undefined)	-1	-2
O=C1c2ccccc2C(=O)N1CCCSc1nc2ccccc2o1	-1	3
CS/C(=C\[N+](=O)[O-])Nc1ccc(Cl)cc1	-2	29
CCS(=O)(=O)N1Cc2ccccc2CC1C(=O)OCC(=O)Nc1ccc(SC(F)F)cc1 (centres undefined)	19	-2

New compounds follow:
SMILES	Cneo AK release	Statin myotox sup
CCC(=O)Nc1ccc(-c2ccc(N3CCC(C)CC3)nn2)cc1	0	-28
COc1ccc(-n2c(=O)c3c4c(sc3n3cnnc23)CC(C)CC4)cc1 (centres undefined)	-1	-11
Cc1ccc(-c2nnn(Cc3nc4ccccc4s3)n2)cc1	5	2
O=C(c1ccc(=O)oc1)N1CCN(C(c2ccccc2)c2ccccc2)CC1	-1	-2
COCCNC(=O)[C@H]1C[C@@H]1[C@H](NP(=O)(c1ccccc1)c1ccccc1)c1ccccc1	5	0
COC(=O)c1nc(NC(=O)c2ccccc2Cl)n[nH]1	1	1
CCOC(=O)c1c(C)nc2ncccn12	6	0
CCNC(=O)C1CCCN(Cc2ccc3ccccc3c2Br)CC1 (centres undefined)	2	7
N=c1c(S(=O)(=O)c2ccc(Cl)cc2)cc2c(=O)n3ccccc3nc2n1CCN1CCOCC1	8	3
O=C(C1CCCCC1)N1CCC(O)(c2ccc(Cl)cc2)CC1	3	9
COc1cc(OC)c(C2C(C(=O)Nc3ccc(C)cc3C)=C(C)Nc3ncnn32)cc1OC (centres undefined)	1	-2
O=S(=O)(Nc1nc2ccc(Cl)cc2s1)c1cccs1	1	4
Cn1c(=O)oc2cc(S(=O)(=O)Nc3cccc(C(=O)O)c3)ccc21	-4	3
CCC1Oc2ccccc2N(CC(=O)NCCN2C(C)CCCC2C)C1=O (centres undefined)	1	1
O=C(NCCCN1CCOCC1)C(C(=O)c1ccccc1)n1ccccc1=O (centres undefined)	-1	-6
COc1cc(C(C)=O)ccc1OCC(O)CNCC1(N2CCCCC2)CCCCC1 (centres undefined)	2	-2
C#CCOCCOCCOCCNc1nc(N2CCN(C(=O)CCCCCCCCCCNC(=O)[C@H](CCCCN)n3cc(CCO)nn3)CC2)nc(N2CCN(C(=O)CCCCCCCCCCNC(=O)[C@H](CCCN=C(N)N)n3cc(C[C@@H](C)CC)nn3)CC2)n1	0	-166
O=C(OCn1ncc(Cl)c(Cl)c1=O)c1ccccc1Cl	-3	5
C=CCn1c(SCC(=O)Nc2ccccc2C)nc2sc(C)c(C)c2c1=O	1	0
N#CC1=C(N)Oc2cc(N)ccc2C1c1ccc(F)cc1 (centres undefined)	-2	-4
COc1ccccc1OCCn1c(=O)sc2ccccc21	-1	23
CCc1cccc(C)c1N(C(=O)Cn1c(CO)nc2ccccc21)C(C)COC (centres undefined)	0	6
COc1ccc(C(=O)/C=C/Nc2cccc(O)c2)cc1	-3	0
COc1ccc(N(CC(=O)Nc2ccccc2SC)S(C)(=O)=O)cc1OC	-1	15
COc1ccc(N(CC(=O)N2CCc3ccccc3C2)S(C)(=O)=O)cc1OC	1	8

In the list so far, these have a thiophene ring, fused or not.
SMILES	Cneo AK release	Statin myotox sup
Cn1c(SCC(=O)Nc2sccc2C#N)nnc1-c1ccccc1	0	-1
Cc1ccc(C(C)C)c(OCC(=O)Nc2sc3c(c2C#N)CC(C)(C)NC3(C)C)c1	1	-7
COc1ccc(-c2csc3ncnc(N4CCN(c5cccc(Cl)c5)CC4)c23)cc1	-4	-13
COc1ccc(-n2c(=O)c3c4c(sc3n3cnnc23)CC(C)CC4)cc1 (centres undefined)	-1	-11
O=S(=O)(Nc1nc2ccc(Cl)cc2s1)c1cccs1	1	4
C=CCn1c(SCC(=O)Nc2ccccc2C)nc2sc(C)c(C)c2c1=O	1	0

New compounds follow.
SMILES	Cneo AK release	Statin myotox sup
O=C1CCCC2=C1C1(CCCCC1)N=C(Nc1nc3ccccc3s1)N2	-1	-20
Cn1nc(C(=O)N2CCCC2)c2ccccc2c1=O	-3	-37
CCOC(=O)C1=NN(c2cccc(Cl)c2)C2=NC(C)=C(C(=O)OC)C(c3cccs3)N12 (centres undefined)	1	-75
O=C(CC(c1ccc(F)cc1)c1ccco1)N1CCCC1 (centres undefined)	-2	-11
CC(Oc1ccc(Cl)cc1Cl)C(=O)NCc1ccncc1 (centres undefined)	-2	-5
CC(C)CCN1C(=O)c2ccc(-c3nc4ccccc4c(=O)o3)cc2C1=O	0	-4
CCC1Oc2nc(SC)nnc2-c2ccccc2N1C(=O)c1ccccc1 (centres undefined)	-2	1
Cc1ccc(C(=O)N/C(=C\c2cccs2)C(=O)NCCc2c[nH]c3ccccc23)cc1C	3	11
O=C(Cc1sc(-c2ccccc2)nc1-c1ccccc1)Nc1ccccc1	0	1
CCC(C(=O)Nc1cccc(C(F)(F)F)c1)c1ccccc1 (centres undefined)	7	-7
Cc1cccc(COCC(Cc2ccccc2)N2CCN(C(=O)c3cc(Cl)cc(Cl)c3)CCC2=O)c1 (centres undefined)	3	-11
O=C(CNC(=O)C1CCCCC1)NC1=NCCS1	0	13
CCOC(=O)CSc1nnc(CSc2nc3sc4c(c3c(=O)[nH]2)CCC4)n1C	1	10
CN(C)C(=O)N1CCCC(C(=O)NCc2cccs2)C1 (centres undefined)	0	7
COc1ccc([C@@H]2Sc3cc(OC)ccc3N(CCN(C(C)C)C(C)C)C(=O)[C@H]2OC(C)=O)cc1	0	-9
COC(=O)c1c(NS(=O)(=O)c2cccs2)sc2c1CCCC2	-1	5
CCC(C)C(NC(=O)c1ccc(Cl)cc1)C(=O)O (centres undefined)	4	3
O=C(NCc1cccs1)C1CCCN1S(=O)(=O)c1ccccc1F (centres undefined)	1	3
Cc1cc(O)ccc1Nc1nc2ccccc2nc1Nc1ccc(O)cc1C	-4	0
CCOc1ccc(/C(O)=C2/C(=O)C(=O)N(CCOCCO)C2c2ccccc2)cc1 (centres undefined)	-2	-3
CCOC(=O)CSc1nc2sc(C)c(C)c2c(=O)n1C	1	-8
Cc1[nH]c(=O)[nH]c(=O)c1CSc1nnc([C@H](CC(C)C)NC(=O)OC(C)(C)C)o1	19	0
COc1ccc(C(=O)CSc2nnc(-c3cnccn3)n2Cc2ccco2)cc1	2	-2
CCc1ccc(OCCNC(=O)c2cc(SC)ccc2Cl)cc1	4	3
Nc1cc(Cl)c(N)cc1Cl	-3	2
Cc1cc2nc(SCCN3CCCC3)[nH]c2cc1C	1	-5
CCN(CC)C(=O)C1CCCN(c2ncnc3c2cnn3-c2cccc(C)c2)C1 (centres undefined)	-3	0
CNC(=O)C1CC(=O)N(Cc2ccccc2)C(=Nc2ccc(OC)cc2)S1 (centres undefined)	0	5
O=C(CCCC(=O)NCC1CCCO1)NCC1CCCO1 (centres undefined)	-5	0
COc1ccc(C(CC(=O)NCc2ccco2)c2ccc(F)cc2)cc1 (centres undefined)	-4	21
CCOc1ccc(CCNC(=O)CN(C)S(=O)(=O)c2ccc3c(c2)CCC(=O)N3)cc1OCC	36	-5
Nc1ncnc2c1ncn2[C@@H]1O[C@H](CNCc2ccc(-n3cccn3)cc2)[C@@H](O)[C@H]1O	-7	3
CCS(=O)(=O)NCCc1csc(C)n1	0	-10

Another view of part of the listing above:
smiles: O=C(Oc1ccccc1C(=S)N1CCCCC1)c1cc([N+](=O)[O-])cc([N+](=O)[O-])c1
  Cneo AK release: 1
  Statin myotox sup: 10

smiles: Cn1nc(C(=O)N2CCCC2)c2ccccc2c1=O
  Cneo AK release: -3
  Statin myotox sup: -37

smiles: CCN(CC)C(=O)C1CCCN(c2ncnc3c2cnn3-c2cccc(C)c2)C1 (centres undefined)
  Cneo AK release: -3
  Statin myotox sup: 0

smiles: CCc1ccc(OCCNC(=O)c2cc(SC)ccc2Cl)cc1
  Cneo AK release: 4
  Statin myotox sup: 3

Source: PubChem
